AHR activator: activates the human aryl hydrocarbon receptor. activation, % at 5 µM. AHR-responsive luciferase reporter cells, luminescence. 320,000 tested, 2.5% active. AID 2796; in the data active means activation above about 47%;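 further: 0% = vehicle wells and 100% = reference agonist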
proCasp7 act: counter-screen for procaspase-3 activators: activators of human procaspase-7 | P55210 | recombinant procaspase-7, Ac-DEVD-pNA absorbance 405 nm; D23A/D198A/D206A triple mutant, cannot self-cleave; scale: DMSO 0, 5 µM enzyme 100 | activation, % at 8.5 µM | 330,000 tested, 0.093% active;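 active means percent activation above the screen-wide mean plus 3 SD, cut at about 25% in these data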
Target sequence (P55210 whole entry D23A/D198A/D206A): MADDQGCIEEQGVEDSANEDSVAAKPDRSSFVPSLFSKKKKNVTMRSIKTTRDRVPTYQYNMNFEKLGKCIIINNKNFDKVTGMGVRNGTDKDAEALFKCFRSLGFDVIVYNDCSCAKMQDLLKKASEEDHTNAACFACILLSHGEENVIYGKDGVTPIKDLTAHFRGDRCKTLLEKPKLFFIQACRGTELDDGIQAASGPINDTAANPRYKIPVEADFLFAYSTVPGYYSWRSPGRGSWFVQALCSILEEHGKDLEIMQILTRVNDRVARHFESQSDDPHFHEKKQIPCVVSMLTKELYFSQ
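signal = Epi-absorbance of released pNA at 405 nm, two timepoints | assay system = Uncleavable procaspase-7 mutant enzyme | reagent = Ac-DEVD-pNA substrate, 400 µM as added | times = 1 h enzyme–compound preincubation and 2 h substrate reaction, both 25 °C | benchmarks = low DMSO alone, high DMSO plus 5 µM PC-7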
LAP4 TOR yeast: modulators of TOR pathway LAP4-GFP in S. cerevisiae; 320,000 tested, 0.34% active; S. cerevisiae LAP4-GFP multiplex, flow cytometry GFP, 3 h; median GFP as percent of DMSO wells; GFP response vs DMSO, % at 10 µM;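 active means GFP response vs DMSO above a set limit, about the screen mean plus 3 SD, cut at about 150% in these data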
RPL19A TOR yeast: alters RPL19A-GFP fluorescence in TOR pathway yeast screen. percent response vs DMSO, % at 10 µM. S. cerevisiae RPL19A-GFP strain, flow cytometry, 3 h; hits give low values. 330,000 tested, 0.3% active;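 active means percent response vs DMSO below 50%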;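 further: median channel GFP fluorescence of the barcoded RPL19A-GFP strain; ratio of sample median GFP to plate DMSO average so 100% = DMSO; lower means less RPL19A-GFP as with rapamycin TOR inhibition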
JMJD2C inh: human JMJD2C demethylase inhibition; Q9H3R0; inhibition, % at 2.35 µM; GST-JMJD2C(1-420) H3K9me3 demethylation, DELFIA europium; 330,000 tested, 0.069% active;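 active means more than half of a compound's replicate wells show inhibition beyond 50%, single wells judged on their own value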;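 further: signal counts dimethyl H3K9 product captured on neutravidin plate; 0% = median of DMSO wells and 100% = 0.3 times that DMSO median; strong numbers were not always called active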
Target sequence (Q9H3R0 1-420 limits assumed): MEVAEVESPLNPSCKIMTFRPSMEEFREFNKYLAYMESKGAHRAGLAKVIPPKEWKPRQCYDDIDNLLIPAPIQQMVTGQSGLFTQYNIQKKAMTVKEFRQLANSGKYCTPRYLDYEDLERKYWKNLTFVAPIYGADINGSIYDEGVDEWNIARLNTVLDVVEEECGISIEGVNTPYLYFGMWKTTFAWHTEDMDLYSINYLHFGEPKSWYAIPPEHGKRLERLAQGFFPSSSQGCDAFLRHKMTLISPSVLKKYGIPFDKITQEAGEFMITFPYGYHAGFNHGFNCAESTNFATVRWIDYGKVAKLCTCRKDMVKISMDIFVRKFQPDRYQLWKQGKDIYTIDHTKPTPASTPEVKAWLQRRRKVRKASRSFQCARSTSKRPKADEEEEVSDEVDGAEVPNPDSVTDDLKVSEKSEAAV
Yeast superoxide: lowers age-related superoxide in aged yeast cells; AID 2690; superoxide response (% of plate mean), % at 10 µM; 330,000 tested, 0.18% active; S. cerevisiae aged cells, superoxide DHE fluorescence; hits give low values;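 active means superoxide response under a set limit, about three screen SD below normal, cut at about 65% in these data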;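 further: yeast aged for seven days with compound at 30 °C before DHE staining; 100% = average MFI of all compound-treated wells on the plate with controls excluded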
procasp3 activ: activators of human procaspase-3. recombinant procaspase-3 D3A, Ac-DEVD-pNA absorbance 405 nm. 330,000 tested, 0.11% active. activation, % at 8.5 µM. AID 463141;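 active means activation above the mean of all tested compounds plus 3 SD, cut at about 21% in these data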;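 further: 0% = DMSO alone and 100% = DMSO wells spiked with extra 5 µM PC-3 D3A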
Target sequence (P42574 whole entry D9A/D28A/D175A): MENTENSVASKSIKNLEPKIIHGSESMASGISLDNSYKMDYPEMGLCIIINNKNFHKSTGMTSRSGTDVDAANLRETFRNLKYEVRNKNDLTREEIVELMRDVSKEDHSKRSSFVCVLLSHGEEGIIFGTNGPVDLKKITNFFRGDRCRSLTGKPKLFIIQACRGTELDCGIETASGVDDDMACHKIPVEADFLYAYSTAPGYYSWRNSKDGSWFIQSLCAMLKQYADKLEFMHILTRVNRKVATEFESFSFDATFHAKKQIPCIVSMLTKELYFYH
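material = Procaspase-3 D3A mutant | probe or stimulus = Ac-DEVD-pNA | compound = single dose, 8.5 µM nominal compound, 0.8% DMSO | timing = 1 h preincubation, 2 h reaction | measured by = 405 nm absorbance of p-nitroaniline, reads at 0 and 120 min | benchmarks = DMSO-only low control, 5 µM PC-3 D3A high control | repeats = singlicate, each compound tested once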
MEP2 TOR yeast: yeast TOR pathway MEP2-GFP modulation. S. cerevisiae MEP2-GFP strain, flow cytometry GFP, 3 h; 100% = DMSO control level. GFP response vs DMSO, % at 10 µM. 330,000 tested, 0.51% active. AID 2016;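 active means GFP response versus DMSO above a set limit, roughly screen mean plus 3 SD, cut at about 180% in these data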;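 further: median GFP fluorescence of the barcode-gated MEP2-GFP cells per well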
* = called active by the depositor. Outcome played no part in choosing rows. About 3.8% of those tested had a hit in this group.

Start of the listing, in advance:
SMILES	AHR activator	proCasp7 act	LAP4 TOR yeast	RPL19A TOR yeast	JMJD2C inh	Yeast superoxide	procasp3 activ	MEP2 TOR yeast
COc1ccc(CCc2nnc(CCC(=O)NCc3cnc4ccccn34)o2)cc1	3.0	5.9	106.5	112.2	1.9	74.3	-6.0	113.8
O=C(O)/C=C\C(=O)Nc1ccc(N2CCN(c3cccc(Cl)c3)CC2)cc1	0.1	-7.2	100.8	98.6	-2.5	95.5	-4.7	102.0
CC(C)(C)c1nnc2sc(SCC(=O)NCc3ccco3)nn2c1=O	2.5	-0.5	105.1	102.8	-0.1	112.2	3.2	103.7
COc1ccccc1C(=O)Nc1ccccc1C(=O)NC1CCCCC1	2.4	-8.4	100.6	107.2	-2.0	99.5	9.1	105.1
N#CC(C#N)=Cc1cccn1-c1ccc(S(N)(=O)=O)cc1	0.2	12.0	105.5	97.8	2.3	91.9	0.7	101.8
COC(=O)c1ccc(NC(=O)C2CC(=O)N(c3cc(C)ccc3C)C2)cc1 (stereo not given)	0.1	6.2	110.8	107.5	2.5	102.0	-3.0	97.7
COc1cccc(/C=C/C(=O)OCC(=O)N2CCN(S(=O)(=O)c3ccc(Cl)cc3)CC2)c1	0.5	6.6	87.7	104.0	31.6	99.1	8.4	110.8
CCN(CC(=O)NCc1ccncc1)S(=O)(=O)c1ccccc1	4.5	0.1	96.3	98.2	8.7	99.3	0.8	93.9
CCOC(=O)CCNCc1ccc(F)cc1	0.6	7.9	101.1	99.7	-16.0	99.5	-4.0	100.2
CC(/C=C/c1ccccc1)=N\NC(=O)C1CC1(C)c1ccccc1 (stereo not given)	21.9	-4.6	110.8	97.1	7.7	114.6	7.5	108.9
COc1ccc(Cn2nnnc2C(c2ccc(F)cc2)N2CCN(C3CCCC3)CC2)cc1 (stereo not given)	1.7	-3.6	108.3	108.0	-1.4	87.6	5.9	101.3
O=C1c2cccnc2C(=O)N1Cc1ccc(F)cc1	1.8	-1.5	118.5	100.5	-171.1	102.9	2.6	109.8
O=C(Nc1ccccc1O)c1csc2c1CCCC2	30.5	9.7	114.6	94.0	-16.5	98.0	-1.9	92.4
CSCC[C@H](NC(=O)Nc1ccc(C)cc1)C(=O)O	-3.0	2.1	95.0	93.0	0.2	95.8	0.0	92.8
CCN(CC)S(=O)(=O)c1cccc(C(=O)N/N=C/c2ccccc2OCC(=O)O)c1	1.1	-3.3	101.1	101.0	0.8	102.1	7.3	100.2

All compounds of this part, previewed entries included:
SMILES	AHR activator	proCasp7 act	LAP4 TOR yeast	RPL19A TOR yeast	JMJD2C inh	Yeast superoxide	procasp3 activ	MEP2 TOR yeast
COc1ccc(CCc2nnc(CCC(=O)NCc3cnc4ccccn34)o2)cc1	3.0	5.9	106.5	112.2	1.9	74.3	-6.0	113.8
O=C(O)/C=C\C(=O)Nc1ccc(N2CCN(c3cccc(Cl)c3)CC2)cc1	0.1	-7.2	100.8	98.6	-2.5	95.5	-4.7	102.0
CC(C)(C)c1nnc2sc(SCC(=O)NCc3ccco3)nn2c1=O	2.5	-0.5	105.1	102.8	-0.1	112.2	3.2	103.7
COc1ccccc1C(=O)Nc1ccccc1C(=O)NC1CCCCC1	2.4	-8.4	100.6	107.2	-2.0	99.5	9.1	105.1
N#CC(C#N)=Cc1cccn1-c1ccc(S(N)(=O)=O)cc1	0.2	12.0	105.5	97.8	2.3	91.9	0.7	101.8
COC(=O)c1ccc(NC(=O)C2CC(=O)N(c3cc(C)ccc3C)C2)cc1 (stereo not given)	0.1	6.2	110.8	107.5	2.5	102.0	-3.0	97.7
COc1cccc(/C=C/C(=O)OCC(=O)N2CCN(S(=O)(=O)c3ccc(Cl)cc3)CC2)c1	0.5	6.6	87.7	104.0	31.6	99.1	8.4	110.8
CCN(CC(=O)NCc1ccncc1)S(=O)(=O)c1ccccc1	4.5	0.1	96.3	98.2	8.7	99.3	0.8	93.9
CCOC(=O)CCNCc1ccc(F)cc1	0.6	7.9	101.1	99.7	-16.0	99.5	-4.0	100.2
CC(/C=C/c1ccccc1)=N\NC(=O)C1CC1(C)c1ccccc1 (stereo not given)	21.9	-4.6	110.8	97.1	7.7	114.6	7.5	108.9
COc1ccc(Cn2nnnc2C(c2ccc(F)cc2)N2CCN(C3CCCC3)CC2)cc1 (stereo not given)	1.7	-3.6	108.3	108.0	-1.4	87.6	5.9	101.3
O=C1c2cccnc2C(=O)N1Cc1ccc(F)cc1	1.8	-1.5	118.5	100.5	-171.1	102.9	2.6	109.8
O=C(Nc1ccccc1O)c1csc2c1CCCC2	30.5	9.7	114.6	94.0	-16.5	98.0	-1.9	92.4
CSCC[C@H](NC(=O)Nc1ccc(C)cc1)C(=O)O	-3.0	2.1	95.0	93.0	0.2	95.8	0.0	92.8
CCN(CC)S(=O)(=O)c1cccc(C(=O)N/N=C/c2ccccc2OCC(=O)O)c1	1.1	-3.3	101.1	101.0	0.8	102.1	7.3	100.2
COc1ccc(N(CC(=O)NC2CC3CCC2C3)S(=O)(=O)c2ccccc2)cc1OC (stereo not given)	0.6	0.1	97.2	106.3	-8.5	110.1	3.2	107.3
CC1(C)Cc2ccccc2C2=C(C(=O)N3CCCCCC3)C(=O)C(=O)N21	2.6	6.2	93.9	105.1	5.0	110.7	1.4	98.8
COC(=O)c1cnn(C(=O)c2ccccc2Br)c1N	1.9	1.7	101.6	95.5	5.1	114.8	4.8	97.0
COC(=O)c1ccccc1N=Nc1c(N)[nH][nH]c1=O	0.0	5.2	101.6	97.5	2.4	105.5	-2.5	96.7
COc1ccc(CN(C)CC(=O)Nc2cccc(S(=O)(=O)N3CCCC3)c2)cc1F	0.9	3.7	106.7	101.5	1.7	109.5	-2.5	105.7
NC(=O)c1cccnc1Sc1ccc(Cl)cc1	-0.2	4.6	91.7	103.9	1.4	108.7	4.0	108.5
Cc1cccc(C(=O)NNC(=O)Nc2ccccc2)c1	3.1	-0.2	96.4	104.5	5.2	75.2	4.9	104.0
COC(CNC(=O)c1ccc(Cn2c(=S)[nH]c3cc4c(cc3c2=O)OCO4)cc1)OC	0.0	-0.2	90.7	100.7	6.9	102.8	0.5	99.9
Cc1ccc(NC(=O)c2cc(S(=O)(=O)N3CCCC3)cn2C)cc1C	14.3	12.1	108.3	98.2	9.0	93.7	-7.0	96.1

Profiles, looked up by structure. Order of values: AHR activator | proCasp7 act | LAP4 TOR yeast | RPL19A TOR yeast | JMJD2C inh | Yeast superoxide | procasp3 activ | MEP2 TOR yeast
Listed for `CCN(CC(=O)NCc1ccncc1)S(=O)(=O)c1ccccc1` : 4.5 | 0.1 | 96.3 | 98.2 | 8.7 | 99.3 | 0.8 | 93.9
Listed for `COC(=O)c1ccc(NC(=O)C2CC(=O)N(c3cc(C)ccc3C)C2)cc1` (stereo not given) : 0.1 | 6.2 | 110.8 | 107.5 | 2.5 | 102.0 | -3.0 | 97.7

New compounds follow:
SMILES	AHR activator	proCasp7 act	LAP4 TOR yeast	RPL19A TOR yeast	JMJD2C inh	Yeast superoxide	procasp3 activ	MEP2 TOR yeast
CN(C)S(=O)(=O)N1CCC(CCCC2CCN(S(=O)(=O)N(C)C)CC2)CC1	-1.2	-11.8	97.2	96.6	-6.5	104.1	-1.3	97.8
CC(C)(C)c1ccc(C(=O)NCc2nnc(SCC(=O)NC3CCCCC3)o2)cc1	0.9	-0.3	117.1	102.0	-3.0	95.6	-2.5	112.1
CS/C(N)=N/C(=S)Nc1cccc(Cl)c1	-0.9	-2.0	120.6	99.1	-3.9	77.7	-5.8	101.4
Oc1ccc(/C=N\Nc2nncc(-c3ccccc3)n2)cc1	-2.2	8.5	97.5	103.5	0.2	140.0	7.8	99.0
NS(=O)(=O)c1ccc(NC(=O)CSc2nc(Nc3ccccc3)nc(N3CCOCC3)n2)cc1	-10.1	8.5	90.9	96.8	2.2	114.5	10.4	98.4
N#Cc1ccc(OCC(=O)NC(=O)NC2CCS(=O)(=O)C2)cc1 (stereo not given)	1.7	13.1	100.7	100.9	-4.4	96.7	6.1	102.4
Cc1cc(C)n(CCN(C)C(=O)C2CCC(=O)N(CCc3cccc(F)c3)C2)n1 (stereo not given)	-1.0	5.4	94.1	96.8	-10.9	87.8	-3.5	90.3
O=C(CCCSc1nc2ccccc2[nH]1)N1CCN(c2ccc([N+](=O)[O-])cc2)CC1	-0.1	0.9	101.4	96.0	-8.3	97.8	-8.6	101.5
C=CCNC(=O)c1c(O)c2cccc3c2n(c1=O)CCC3	19.4	-3.5	83.7	101.4	-1.0	93.9	-5.7	101.8
Nc1nc(Nc2ccccc2)nc(NCCO)c1[N+](=O)[O-]	1.9	6.8	105.2	97.4	-4.5	102.4	-1.7	92.9
COc1cccc(C2CC(c3ccc(C)cc3)n3ncnc3N2)c1 (stereo not given)	-0.9	-4.8	107.3	106.9	-11.9	94.0	6.2	108.1
O=C(CC1Nc2ccccc2NC1=O)Nc1cc(Cl)cc(Cl)c1 (stereo not given)	48.5*	-9.1	104.3	95.7	4.4	110.0	-5.5	102.5
Cc1ccccc1N(CC(=O)NCc1ccc2c(c1)OCO2)C(=O)C1CSC(=O)C1 (stereo not given)	2.6	-6.1	102.5	102.0	-4.8	93.2	6.5	100.6
Cc1ccc(S(=O)(=O)N2CCOCC2)cc1NC(=O)Cn1cc(C(F)(F)F)cc(Cl)c1=O	3.2	-0.8	101.8	106.2	-0.4	111.4	-1.9	113.6
CNC(=O)CCCCC(=O)N/N=C/c1ccc(Cl)cc1Cl	10.4	-14.7	94.6	93.0	-0.6	132.0	-2.8	94.7
O=C(NCc1ccco1)C(=O)c1cn(CC(=O)N2CCCCC2)c2ccccc12	3.2	-0.4	98.5	102.8	2.5	75.6	-8.6	98.2
COc1cc(NC(=O)C2CCCN(S(=O)(=O)c3ccc4c(c3)CCCN4C(C)=O)C2)cc(OC)c1 (stereo not given)	8.0	-1.3	84.6	96.7	-0.6	112.4	-5.8	101.1
CC(=O)NCC1CCCN(c2nc3nonc3nc2N(C)Cc2ccccc2)C1 (stereo not given)	-0.7	2.1	99.3	102.5	-11.2	100.9	10.1	102.8
CC(C)(C)Nc1nc(NC(C)(C)C)nc(-n2ccnc2)n1	10.4	-5.4	96.2	100.3	-3.0	101.5	3.1	101.4
Cc1c(C(=O)N2CCOCC2)c(S(=O)(=O)Nc2cccc(C#N)c2)c(C)n1C	1.2	0.7	112.5	98.7	11.0	91.5	2.8	107.7
Cc1ncc([N+](=O)[O-])n1CCOC(=O)Nc1ccc([N+](=O)[O-])cc1	-0.4	7.5	105.4	103.0	4.6	103.3	-4.6	106.1
O=S(Cc1ccccc1)CC(O)(c1ccccc1)c1ccccc1 (stereo not given)	-1.4	-3.2	104.1	104.2	3.6	92.8	-1.3	106.2
Nc1c(Cl)cc(Cl)cc1C(=O)OCC(=O)NC1CC1	5.1	5.8	100.8	101.6	6.6	116.8	-3.2	97.7
O=C(NC1CCCCC1)c1ccc(Cl)c(NC(=O)c2ccccc2F)c1	1.7	2.1	97.4	101.1	-21.9	123.6	2.9	109.1
O=C(CN1CCN(c2ccccc2F)CC1)Nc1ccc2c(c1)CCC2	-3.0	-1.9	103.8	110.6	2.0	92.8	4.3	107.4
O=C(c1ccco1)N1CCN(c2cc(=O)n(-c3ccc(Cl)cc3)c(=O)[nH]2)CC1	-0.8	7.9	94.7	102.2	-18.7	97.8	10.8	94.3
